Assay outcomes (PubChem BioAssay)
NS5 inhibitors – flavivirus cap methylation enzyme inhibition – biochemical, confirmation dose response, primary screen (AID 588689); Dengue-2 NS5 methyltransferase capping enzyme assay, biochemical; higher % means a stronger effect; inhibition, % at 25 µM; hits with a dose series show IC50 in µM; 0.3% of 340,000 active; in the data active means a potency from the dose series; inconclusive means inhibition above about 29% without an active follow-up result
West Nile antiviral – inhibition of WNV-induced cytopathic effect – cell-based, CPE readout (AID 1621). West Nile virus-infected cells, CPE inhibition; higher % means a stronger effect. CPE inhibition, % at 10 µM; hits with a dose series show IC50 in µM. 0.02% of 290,000 active; in the data active means a potency from the dose series; inconclusive means CPE inhibition mostly from about 3.7% at the one dose, without a potency; inactive means the rest, 99 in 100 with CPE inhibition below about 2.2%; further: strong numbers were not always called active
Yfh1-depleted yeast – mitochondrial function rescue without frataxin homolog – Friedreich's ataxia, plus single-dose screen, dose response (AID 1465). S. cerevisiae Yfh1-off respiration, WST-1 reduction, 72 h; higher fold induction means a stronger effect. one-dose fold induction at 50 µM; EC50 in µM for titrated hits. 0.074% of 220,000 active;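 active means fold induction of absorbance versus untreated yeast above a set limit, then at least 30% activation at any dose in follow-up; inconclusive means repeats straddling the limit, or above it without dose testing; inactive means fold induction below the set limit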;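 further: activators that raise dye reduction in frataxin-depleted yeast; strong numbers were not always called active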
CSM14.1 death rescue – rescue of cells from ER stress-induced death, primary screen, 384-well, CSM14.1, thapsigargin, ATP luminescence (AID 1222); 190,000 tested, under 10 active; CSM14.1 thapsigargin-induced death rescue, ATP luminescence; higher % means a stronger effect; cellular ATP content (survival), % at 20 µM; hits with a dose series show EC50 in µM;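 active means EC50 below 50 µM in the dose-response confirmation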;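 further: death triggered by thapsigargin at about 15 µM added after 2 h compound pretreatment; cell ATP read after overnight thapsigargin exposure of roughly 18 to 22 hours; normalized against plate controls of thapsigargin alone and 5% DMSO vehicle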
RSV antiviral HEp-2 – RSV antiviral activity via CPE protection, HEp-2 cells, primary 10 µM value included (AID 2391); 0.13% of 310,000 active; HEp-2 cells, RSV-induced CPE inhibition; higher % means a stronger effect; CPE inhibition, % at 10 µM; hits with a dose series show IC50 in µM; in the data active means a potency from the dose series; inconclusive means CPE inhibition mostly from about 23% at the one dose, without a potency; inactive means the rest, 99 in 100 with CPE inhibition below about 21%; further: strong numbers were not always called active
K1F lysis inhibition – inhibition of K1F phage lysis, E. coli UTI89, bacterial capsule biogenesis inhibitors, alamar blue (AID 488966); E. coli UTI89 K1F phage lysis, alamar blue, 2 h; higher % means a stronger effect; inhibition, % at 100 µM; hits with a dose series show IC50 in µM; 0.02% of 340,000 active;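 active means phage lysis inhibition, versus mean bacterial control, above a set limit; inconclusive means no clear call, values can overlap the other calls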;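 further: capsule biogenesis inhibitors block K1F phage lysis so surviving cells raise fluorescence; higher fluorescence means more inhibition of phage lysis; actives were called in the ten point dose series up to 300 µM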
XIAP displacement – small molecules displacing peptide from XIAP – biochemical, IAP family, fluorescence polarization (AID 1018) | XIAP BIR domain, fluorescence polarization peptide displacement; higher % means a stronger effect | displacement, % at 20 µM; hits with a dose series show IC50 in µM | 0.007% of 200,000 active; in the data active means displacement above about 50%; further: a part of the inactive calls stands beside numbers as strong as those of hits
WT yeast gro inh – growth inhibition of WT yeast, mitochondrial fusion screen; inhibition, % at 10 µM; 2.1% of 190,000 active; mitochondrial fusion phenotypic screen, WT strain; in the data active means inhibition above about 58%; tested in S. cerevisiae
SV40 large T antigen – TAg ATPase/helicase activity blockers – biochemical (AID 1903). SV40 large T antigen ATPase/helicase inhibition assay; higher % means a stronger effect. 0.39% of 310,000 active. inhibition, % at 20 µM; hits with a dose series show IC50 in µM; in the data active means a potency from the dose series; inconclusive means inhibition mostly from about 32% at the one dose, without a potency; inactive means the rest, 99 in 100 with inhibition below about 32%; further: strong numbers were not always called active
WT yeast gro inh mutant strain – further read-out of WT yeast gro inh, marked with its call; inhibition, %; mitochondrial fusion phenotypic screen, mutant strain inhibition
NS5 inhibitors pilot replicate – further read-out of NS5 inhibitors, marked with its call; inhibition, %; measured here: pilot screen replicate inhibition
Numbers without * were called inactive; i = inactive; u = inconclusive; x = no result given; [ ] = another dose, or the depositor's remark.

SMILES | NS5 inhibitors | West Nile antiviral | Yfh1-depleted yeast | CSM14.1 death rescue | RSV antiviral HEp-2 | K1F lysis inhibition | XIAP displacement | WT yeast gro inh | WT yeast gro inh mutant strain | SV40 large T antigen | others
O=S(=O)(c1ccc(-c2nc3ccccc3s2)cc1)N1CCCC1 | 2% | 0.5% | i | -0.9% | 2.2% | i | -2.8% | -20 | -6 | 23%
CC1CCCCN1CCNC(=O)c1ccc2c(c1)N(Cc1cccc(Cl)c1)C(=O)c1ccccc1S2=O (stereo not drawn) | 12% | 0.5% | x | x | -4.0% | 0.3% | x | x | x | -5%
O=C(NCC(F)(F)F)c1nn(Cc2ccccc2)c(=O)c2ccccc12 | 1% | -0.1% | x | x | 3.2% | 0.9% | x | x | x | 15%
O=C(Nc1ccc(S(=O)(=O)Nc2ccccc2)cc1)C1COc2ccccc2O1 (stereo not drawn) | -6% | -1.3% | i | -1.0% | 6.2% | 2.0%[50 µM] | -6.6% | 7 | -6 | 9%
O=C1Nc2ccccc2N(O)N1c1ccc(Cl)cc1 | -4% | 0.9% | i | 0.8% | 2.1% | 0.2% | -0.9% | -8 | -4 | 1%
COc1cc(OC)c(OC)cc1/C=N/NC(=O)CSc1ccccc1F | -4% | -0.3% | x | x | 1.9% | 0.2% | x | x | x | 7%
CC(C)N(C(=O)CSc1nnc(-c2cc3ccccc3cc2O)n1Cc1ccco1)C(C)C | -17% | -0.7% | i | x | 10% | 0.6% | -3.3% | 8 | -23 | 12%
O=C(Nc1ncc2c(n1)-c1ccccc1CC2)c1cccc(Cl)c1 | 1% | x | x | 0.1% | -1.5% | 0.2% | -4.4% | 9 | 0 | 13%
Cc1c(Cl)cccc1NC(=O)C1CCN(S(C)(=O)=O)CC1 | -10% | 0.3% | i | -0.8% | 0.9% | 0.2% | -4.0% | 5 | -7 | 0%
Cc1ccc(C(=O)OCCN(C)Cc2ccccc2)cc1 | 0% | 0.8% | i | -0.8% | 0.1% | 0.1% | -2.2% | 1 | 5 | 1%
COc1ccc(OCC(O)CN(CCO)CC(O)Cn2ccc3ccccc32)cc1 (stereo not drawn) | 4% | -0.9% | i | -0.2% | 1.6% | 0.0% | -2.4% | -15 | -11 | 14%
CN1CC(=O)Nc2ccc(F)cc2C1=O | -1% | x | x | 2.8% | -0.1% | 0.0% | -7.7% | 60* | 1.9* | 34%
Cn1ccnc1SCC(=O)c1ccc(OC(F)F)cc1 | -8% | 0.3% | x | x | 1.1% | 0.5% | x | x | x | 9%
CCOC(=O)CN1C(=O)N[C@@H](c2cccc(C(F)(F)F)c2)[C@@H](C(=O)OC)[C@H]1C | -9% | -0.6% | i | x | -1.7% | 0.8% | x | x | x | 8%
COc1ccc(NC(=O)CN(C)C(=O)c2cc3c(cc2Cl)N2CCCCCC2=NS3(=O)=O)cc1 | -12% | x | x | x | 1.5% | -0.2%[50 µM] | x | x | x | 18%
Cc1sc2nc(C3CC3)nc(SCC(=O)N3CCc4ccccc4C3)c2c1C | -8% | 0.1% | i | 3.2% | 1.9% | -0.5% | -14% | 53 | 20 | -1% | NS5 inhibitors pilot replicate=1.7
Cc1cc(C)c(NC(=O)CSc2nc(=O)n(CCN3CCOCC3)c3c2CCCC3)c(C)c1 | 1% | x | x | x | 0.4% | -0.3%[50 µM] | x | x | x | 22%
CCC(C)c1ccc(OCC(=O)Nc2ccc(Cl)cn2)cc1 (stereo not drawn) | 0% | 0.3% | i | 1.5% | 19% | -0.4% | -1.1% | 21 | 11 | 3% | NS5 inhibitors pilot replicate=-3.0
CCOC(=O)C1=C(C)C2C3C(=O)N(c4cc(C)ccc4C)C(=O)C3C1(C)C1C(=O)N(c3cc(C)ccc3C)C(=O)C21 (stereo not drawn) | 6% | 0.4% | i | 0.2% | -1.4% | 5.4% | -9.7% | 7 | -4 | 17%
COc1ccccc1OCC(=O)NNc1c2ccccc2nc2ccccc12 | -6% | u | i | x | u | 0.9% | x | x | x | 22%
Cc1ccc(-c2n[nH]c(=S)c3ccccc23)cc1 | -2% | -0.7% | i | -0.4% | 7.8% | -0.4% | 0.3% | -18 | -16 | 5%
O=C(CSc1nnc(-c2cccnc2)n1-c1ccccc1)Nc1ccccc1 | -3% | -0.6% | i | -0.9% | 1.6% | 0.2% | -13% | -18 | 6 | 23%
Cn1c(COc2ccccc2)nnc1SCc1cc(=O)[nH]c2ccccc12 | -6% | -0.3% | i | -1.4% | 1.3% | 0.3% | -8.8% | -7 | -7 | 10%
CC(Sc1nccn1C)C(=O)Nc1ccccc1 (stereo not drawn) | -6% | -0.1% | x | x | 0.1% | 0.7%[50 µM] | x | x | x | 2%
O=C(CSc1nnc(NC(=O)c2ccco2)s1)NC1CCCCC1 | -3% | 0.6% | i | -1.3% | 0.8% | 0.1% | -6.0% | -5 | 6 | -1%
CCN(CC)S(=O)(=O)c1ccc(NS(=O)(=O)c2ccc3oc(=O)[nH]c3c2)cc1 | 1% | 0.9% | x | x | 4.1% | -0.9% | x | x | x | 8%
O=C(COc1ccccc1)Nc1nonc1NC(=O)COc1ccccc1 | 1% | 0.6% | i | -0.1% | 1.4% | 0.1% | -3.5% | -11 | -13 | -1% | NS5 inhibitors pilot replicate=-3.0
Cc1cccc(S(=O)(=O)NCC2CCCO2)c1 (stereo not drawn) | 7% | -0.4% | i | 5.5% | 0.6% | 0.5% | -6.3% | -2 | -7 | 1%
COc1cc(CC(=O)N(c2ccccc2)c2nc(C)cs2)cc(OC)c1OC | -8% | -0.6% | i | -0.2% | 4.1% | -0.2% | -6.3% | -8 | 11 | 3%
Cn1c2ccccc2c2cc(/C=N/NC(=O)c3ccc(O)cc3O)ccc21 | -3% | -0.3% | x | x | 8.3% | 0.2% | x | x | x | -14%
COc1ccc(C(=O)OCCc2sc[n+](CC(=O)c3ccccc3)c2C)cc1 | 3% | -0.2% | x | x | -0.2% | 0.2% | x | x | x | 6%
O=C(CC(=O)c1cc(Cl)ccc1O)c1ccccc1 | -7% | -0.8% | i | -2.4% | 6.8% | -0.4% | -0.6% | 62 | 75 | 1%
CCOc1cccc(NC(=O)C2CC(=O)N(C)C(=Nc3cccc(F)c3)S2)c1 (stereo not drawn) | 0% | 1.1% | i | 0.3% | 13% | 0.2% | -3.7% | 55 | 13 | x
CCCCc1c(C)nc2nc(SCc3ccc(Cl)cc3)[nH]n2c1=O | 16% | 1.8% | x | x | 20% | 2.7%[50 µM] | x | x | x | 4%
Cc1ccc(C2=CSC3=NNC4(CCCCC4)NN23)cc1 | -5% | -0.8% | i | 1.1% | 11% | 0.3% | -8.0% | 20 | 14 | 6%
CC(C)OC(=O)Cn1nnc(-c2ccccc2)n1 | -7% | 0.5% | i | -0.9% | 0.6% | 6.0% | -2.8% | -12 | -4 | -2%
CC(C)C(NS(=O)(=O)c1cccc2nsnc12)C(=O)Nc1nccs1 (stereo not drawn) | 0% | 0.0% | i | x | 0.8% | 0.2% | x | x | x | 12%
CC1CCCN(S(=O)(=O)c2ccc(Br)s2)C1 (stereo not drawn) | -9% | 0.1% | i | -2.2% | 3.4% | 2.3% | -2.3% | -3 | -6 | 4%
CSc1nc2nc3c(c(=O)n2[nH]1)CN(Cc1ccccc1)CC3 | -6% | -0.1% | i | -0.9% | 3.5% | 0.6% | -1.3% | 2 | 8 | 1%
Cc1ccc(C)c(N2CCN(C(=O)CCCn3c(=S)[nH]c4cc5c(cc4c3=O)OCO5)CC2)c1 | -17% | -0.1% | i | x | 22% | -0.1% | -1.8% | 40 | -45 | 7% | NS5 inhibitors pilot replicate=-6.5
COc1ccccc1CC(=O)NNC(=O)c1ccco1 | 1% | -0.2% | x | x | 1.2% | -0.1% | x | x | x | 7%
O=C(/C=C/c1ccccc1)NC1CCS(=O)(=O)C1 (stereo not drawn) | 23% | -0.1% | i | -5.1% | 1.8% | 4.0% | -1.0% | 4 | 13 | 3%
Cc1cc(C)n(CCCNC(=O)C2CCC(=O)N(CCc3ccc(Cl)cc3)C2)n1 (stereo not drawn) | -3% | -0.1% | x | x | -0.5% | 1.5% | x | x | x | 6%
COc1ccccc1NC(=O)Nc1nc(CC(=O)NCc2c(F)cccc2F)cs1 | -7% | x | x | x | 7.6% | 0.3%[50 µM] | x | x | x | 13%
COCCCNC(=O)Cn1c(=O)n(CC(=O)N2CCCCC2)c(=O)c2sccc21 | -4% | 0.4% | x | x | 0.9% | 0.3% | x | x | x | 7%
C/C=C/C(=O)OCC(=O)Nc1nc2ccc(C)cc2s1 | 2% | 0.1% | i | -1.2% | 5.3% | 0.3% | -11% | 10 | 16 | 5%
CC1(C)CN=C(N(C(=O)Nc2ccccc2)c2ccccc2F)S1 | x | 0.1% | i | x | 4.0% | x | x | x | x | 7%
COc1ccc(OC)c(-n2c(-c3ccc(C)cc3)n[nH]c2=S)c1 | -5% | 1.1% | i | -0.7% | 0.2% | 0.1% | -2.8% | 2 | 1 | 2%
O=C(O)c1cc(-c2ccc(-c3ccc(F)cc3)o2)nc2ccccc12 | 20% | 0.9% | x | x | 7.7% | 0.2% | x | x | x | 59%
Cc1ccc(CN2CCN(Cc3cccn3-c3ccccn3)CC2CCO)cc1 (stereo not drawn) | -11% | -0.3% | i | -0.6% | 0.6% | 0.3% | -4.4% | -10 | 15 | 3%
CC(C)(C)c1ccc(CCC(CC(=O)O)CC(=O)O)cc1 | -12% | 0.2% | i | -1.6% | 1.9% | 0.4% | -4.3% | 4 | -9 | 0%
COc1cc(C(=O)Nc2ccc(S(=O)(=O)N3CCc4ccccc43)cc2)cc(OC)c1OC | -5% | 0.6% | i | 1.6% | 4.0% | -0.2% | -3.3% | 0 | 3 | 2% | NS5 inhibitors pilot replicate=-4.9
CCOC(=O)c1ccc(NC(=O)N2CCN(c3ccccc3OC)CC2)cc1 | -2% | 0.1% | i | 3.1% | 6.0% | 0.2% | -10% | 6 | 3 | 5%
CCC(=O)N1CCc2cc(S(=O)(=O)N(C)c3ccc(OC)cc3OC)ccc21 | 0% | -0.1% | x | x | 1.8% | -0.1% | x | x | x | 95%
CS(=O)(=O)N(CC(=O)Nc1cccc(Br)c1)Cc1ccccc1 | 4% | -1.1% | x | x | 0.9% | -0.2% | x | x | x | 16%
Cc1ccc(C)c(C(=O)OCC(=O)Nc2ccc(N3CCOCC3)cc2)c1 | 1% | -0.5% | i | -0.3% | 4.3% | -0.4% | -7.3% | -6 | -13 | 3%
